# ABCB6 inh 2 – ABCB6 transporter inhibitors, primary screen, K562-ABCB6 cells, flow cytometry, MLPCN library; fluorescence ratio to DMSO, % at 10 µM; K562-ABCB6 porphyrin accumulation, 1 h; stronger effect = lower value; AID 602162, 2011; ATP-binding cassette sub-family B member 6 (Homo sapiens), Q9NP58; 360,000 compounds, 0.19% hits;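 active means fluorescence ratio to DMSO below 75%, the collection mean minus 3 SD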;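 further: signal is porphyrin accumulated inside mitochondria; 100% equals median channel fluorescence of DMSO control wells; lower ratio means ABCB6 inhibition with less porphyrin fluorescence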
# SRC2 inh – inhibition of GAL4-SRC2 driven luciferase reporter, primary screen, SRC2 inhibitor project, cell-based, luminescence | inhibition, % at 9 µM | Nuclear receptor coactivator 2 (Homo sapiens), Q15596 | HEK293 GAL4-SRC2 luciferase reporter | 370,000 compounds, 0.17% hits | AID 651957, 2012;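 active means inhibition above the mean inhibition of all tested compounds plus 3 SD, set per campaign, cut at about 52% in these data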;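 further: 0% = DMSO treated cells and 100% = cells given Gossypol at 36 µM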
# Target sequence (Q15596 whole entry, looked up, the tested form may be a part): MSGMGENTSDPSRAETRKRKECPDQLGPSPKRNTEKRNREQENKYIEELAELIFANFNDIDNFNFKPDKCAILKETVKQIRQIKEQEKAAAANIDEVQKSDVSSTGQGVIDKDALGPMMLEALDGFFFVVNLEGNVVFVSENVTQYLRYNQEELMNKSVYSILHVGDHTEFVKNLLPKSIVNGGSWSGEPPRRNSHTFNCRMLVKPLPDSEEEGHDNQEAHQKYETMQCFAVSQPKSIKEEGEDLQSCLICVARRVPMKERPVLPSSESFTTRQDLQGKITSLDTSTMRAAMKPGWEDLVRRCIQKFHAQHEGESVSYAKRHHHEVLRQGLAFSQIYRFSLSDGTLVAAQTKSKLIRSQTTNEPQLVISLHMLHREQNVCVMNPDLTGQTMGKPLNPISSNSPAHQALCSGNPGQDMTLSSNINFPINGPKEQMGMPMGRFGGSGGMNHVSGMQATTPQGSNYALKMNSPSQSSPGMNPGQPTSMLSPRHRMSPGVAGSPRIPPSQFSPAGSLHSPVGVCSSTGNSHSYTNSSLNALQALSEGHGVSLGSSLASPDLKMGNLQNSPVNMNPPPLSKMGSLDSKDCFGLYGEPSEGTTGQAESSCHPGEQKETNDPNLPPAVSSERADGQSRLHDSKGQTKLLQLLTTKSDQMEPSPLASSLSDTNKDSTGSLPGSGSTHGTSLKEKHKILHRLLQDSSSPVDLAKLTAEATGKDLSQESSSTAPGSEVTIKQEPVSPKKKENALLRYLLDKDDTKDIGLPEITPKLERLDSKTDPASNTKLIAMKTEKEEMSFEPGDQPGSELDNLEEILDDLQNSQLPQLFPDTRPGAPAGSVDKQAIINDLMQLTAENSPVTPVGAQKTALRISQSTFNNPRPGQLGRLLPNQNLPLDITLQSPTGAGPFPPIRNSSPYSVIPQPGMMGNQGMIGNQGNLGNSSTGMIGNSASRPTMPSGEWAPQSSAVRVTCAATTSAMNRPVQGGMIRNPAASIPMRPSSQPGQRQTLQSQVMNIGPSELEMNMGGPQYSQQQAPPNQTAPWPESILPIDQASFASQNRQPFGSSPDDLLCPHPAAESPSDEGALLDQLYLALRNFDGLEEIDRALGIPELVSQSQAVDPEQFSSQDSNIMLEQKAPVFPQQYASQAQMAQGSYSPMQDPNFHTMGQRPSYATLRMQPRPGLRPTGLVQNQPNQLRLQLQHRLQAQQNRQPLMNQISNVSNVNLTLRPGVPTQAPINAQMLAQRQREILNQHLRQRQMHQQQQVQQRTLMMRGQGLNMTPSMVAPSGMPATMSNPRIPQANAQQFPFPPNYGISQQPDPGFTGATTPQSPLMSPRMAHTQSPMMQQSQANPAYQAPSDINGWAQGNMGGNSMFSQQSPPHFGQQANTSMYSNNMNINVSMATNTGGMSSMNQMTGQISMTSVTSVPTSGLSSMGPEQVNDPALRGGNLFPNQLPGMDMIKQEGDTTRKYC
# N-glyco inh – increase of ERlucT glycosylation luciferase signal, primary screen, N-linked glycosylation inhibitor project, D54 ERlucT cells, luminescence, set 2; D54 ERlucT glycosylation luciferase reporter, 24 h; percent of 100 nM tunicamycin response; reporter increase, % at 12.5 µM; 360,000 compounds, 0.23% hits; AID 588692, 2011;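 active means mean luciferase reporter signal, scaled so untreated is 0 and the glycosylation-blocking control 100, at or above a set limit in every replicate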;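 further: luciferase carries N-glycosylation sites so blocking glycosylation raises the light; 0% = median of neutral control wells and 100% = median of 100 nM tunicamycin wells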
# ABHD5-PLIN5 inh – ABHD5-PLIN5 interaction inhibitors, primary screen, cell lysate, split luciferase complementation, luminescence. inhibition, % at 4 µM. 360,000 compounds, 0.78% hits. Split G. princeps luciferase complementation, 4 h. Perilipin-5 (Homo sapiens) + 1-acylglycerol-3-phosphate O-acyltransferase ABHD5 (Homo …;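 active means inhibition above the mean inhibition across every tested compound plus 3 SD, cut at about 22% in these data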;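 further: 0% = DMSO only wells and the 100% control is not disclosed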
# TLR9-MyD88 block – inhibitors of TLR9-MyD88 association in cells, primary screen, cell-based, CHO, BLA complementation, fluorescence. CCF4 FRET ratio. inhibition, % at 4.98 µM. 340,000 compounds, 0.21% hits. AID 504734, 2011;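 active means inhibition above the mean over all tested compounds plus 3 SD, cut at about 21% in these data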;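 further: 0% = DMSO only wells and 100% = clavulanate BLA inhibitor control wells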
# m5-HT2A agonist – mouse Htr2a agonists via beta-arrestin recruitment, primary screen, cell-based, luminescence | CHO-K1 mHTR2A beta-arrestin complementation; percent of 30 µM serotonin response | activation, % at 7.6 µM | 360,000 compounds, 0.66% hits;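 active means activation above a run cutoff, the mean activation of all tested compounds plus 3 SD, cut at about 14% in these data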;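 further: 0% = plate median of compound wells and 100% = 30 µM serotonin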
# MC4R antag cAMP – MC4R antagonists of cAMP signaling, primary screen, cell-based, TR-FRET, antagonist arm of biased-ligand search | MC4R-expressing cells, MTII-stimulated cAMP, LANCE TR-FRET | AID 540295, 2011 | 360,000 compounds, 0.48% hits | Melanocortin receptor 4 (Homo sapiens), P32245 | inhibition, % at 6.5 µM;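 active means inhibition above its plate's cutoff, the mean of tested wells on that plate plus 3 SD, cut at about 29% in these data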;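 further: 0% = Melanotan II alone and 100% = Melanotan II plus saturating MCL0020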
#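 Material – human MC4R-expressing U2OS cells · Repeats – no replicates · Detection – TR-FRET with Eu-cAMP and labeled anti-cAMP, 671 nm · Times – compound 30 min, challenge 1 h, detection 1 h · Compound – single nominal compound dose of 6.5 µM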
# MC4R ag barr – MC4R agonists recruiting beta-arrestin, primary screen, cell-based, luminescence, agonist arm of biased-ligand search | Melanocortin receptor 4 (Homo sapiens), P32245 | U2OS MC4R beta-arrestin complementation; percent of melanotan II response, DMSO zero | activation, % at 8.9 µM | 360,000 compounds, 0.98% hits;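 active means activation above a per-plate cutoff, the mean activation of sample wells on that plate plus 3 SD, cut at about 8% in these data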
# H9c2 protect – cardioprotection against H2O2-induced cell death, primary screen, uHTS, H9c2 cells, ATPLite luminescence | AID 588492, 2011 | protection from H2O2 cell death, % at 20 µM | 360,000 compounds, 0.63% hits | H9c2 cardiomyocytes, H2O2 injury protection, 2 h;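 active means compounds giving at least 50% protection of heart cells from peroxide-induced death in the single-dose screen, raw or plate-pattern-corrected value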;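 further: 0% = DMSO wells with peroxide and 100% = DMSO wells without peroxide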
# NOD2 RIPK2 PPI – NOD2-RIPK2 binding disruptors in cells, primary screen, fluorescence, CHO cells, BLA complementation; CCF4 ratio; inhibition, % at 4.98 µM; 360,000 compounds, 0.38% hits; AID 624267, 2012; in the data active means inhibition above about 21%;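 further: 0% = vehicle only and 100% = reference blocker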
# * = called active by the depositor; x = not tested or not shown.
# Order of results – ABCB6 inh 2, SRC2 inh, N-glyco inh, ABHD5-PLIN5 inh, TLR9-MyD88 block, m5-HT2A agonist, MC4R antag cAMP, MC4R ag barr, H9c2 protect, NOD2 RIPK2 PPI
- CC(C)CC(=O)N1CCN(Cc2ccc(Cl)cc2)CC1
    96.0, -2.5, -1.8, 6.7, 0.1, -0.2, 5.3, -2.1, -8.1, 1.0
- COc1ccc(C(=O)C2CN(c3ccccc3)CC2c2ccc(Cl)cc2)cc1 (centres undefined)
    99.0, -35.4, -4.1, -0.1, -3.8, 1.0, 1.4, -0.4, -16.8, -9.3
- COc1ccc(-c2nn(-c3ccccc3)cc2C(=O)O)cc1
    100.0, -27.8, 3.1, -5.6, 11.6, -2.0, 2.3, -0.8, 16.4, -3.0
- Cc1nc2cc(N3CCOCC3)c(NC(=O)C3CC3)cc2c(=O)n1Cc1ccccc1
    86.0, -10.1, -1.5, -4.8, -3.5, -1.1, -2.5, -1.0, 2.9, 1.9
- CC1CN(S(=O)(=O)c2cccc(C(=O)OCC(=O)Nc3ccc4c(c3)OCO4)c2)CC(C)O1 (centres undefined)
    96.0, -7.5, 1.1, -6.4, 0.2, -2.4, -3.3, -1.5, -5.1, 6.4
- CCN(CC)c1ccc(/C=N/NC(=O)c2nnn(-c3nonc3N)c2CN(C)C2CCCCC2)cc1
    80.0, 4.6, -4.4, -4.0, 12.8, 2.3, -4.4, -1.2, -5.3, 7.6
- Cc1ccc(S(=O)(=O)CC(=O)N2CCCCCC2)cc1
    93.0, -16.8, -0.4, 2.7, -10.3, -4.5, -3.7, -1.7, 2.5, -3.0
- Cc1c(C(=O)Nc2nccs2)oc2ccc(F)cc12
    96.0, -28.2, -6.1, 1.6, 1.1, 6.2, 6.6, 1.5, 1.8, -10.9
- COCCNC(=S)N(CCN(C)C)Cc1cc2cc3c(cc2[nH]c1=O)OCO3
    100.0, -7.7, 2.1, -4.7, 3.2, -2.4, -1.0, -1.1, 3.6, 1.4
- O=C(NCCc1ccccc1)C1CCN(C2CCN(C(=O)CC3=CCCCC3)CC2)CC1
    102.0, 19.5, -2.5, 4.5, -9.6, 0.8, -0.5, -1.2, -3.5, -7.2
- COc1cccc(-c2nc(-c3ccccc3)no2)c1
    98.0, -58.5, -10.3, -1.2, 1.0, 0.3, 4.8, 1.6, -19.1, 1.2
- COc1ccccc1C(=O)Nc1ccc(S(=O)(=O)N2CCCCC2)cc1
    101.0, 13.6, -2.3, -7.3, -10.8, -5.9, 12.1, 2.5, -6.3, -2.8
- Cc1ccc(-c2ccc(SCC(=O)Nc3ccc4c(c3)OCCO4)nn2)cc1
    99.0, -70.6, 1.7, -2.3, 1.6, -6.5, 2.4, -0.8, -11.8, 3.2
- CC[n+]1ccc(/C=C/c2c[nH]c3ccccc23)cc1
    562.0, 16.2, 0.5, 0.5, 4.2, 2.5, -26.9, -0.4, -8.4, 4.6
- O=C(CSc1ccc(-c2cccs2)nn1)Nc1ccccc1F
    104.0, -2.0, 1.5, -2.7, 4.9, 0.0, 16.7, 0.4, -5.0, 3.8
- Cc1ccc(NC(=O)C2CC(=O)N/C(=N/NC(=O)c3ccc(C)cc3)S2)cc1 (centres undefined)
    100.0, -6.5, 0.8, 3.2, 2.4, 0.2, 11.6, -0.3, -2.4, -1.6
- C[C@@H]1COc2cc(N(C)CCO)ccc2S(=O)(=O)N1
    100.0, -0.4, x, 3.2, x, 3.5, x, x, x, 1.2
- CCc1nnc(NC(=O)CSc2nnc(-c3ccccc3OC)n2-c2ccc(C)cc2)s1
    96.0, 13.2, -2.3, 2.9, 0.2, -7.9, 3.2, -1.0, 13.9, -0.6
- CC1(C)OC(=O)C2=C(C[C@@H](CCc3ccccc3)O[C@H]2CCc2cccc(Cl)c2)O1
    93.0, -8.8, x, -10.6, x, -3.6, x, x, x, -10.3
- CCOc1ccc(CCNC(=O)CCc2nc(-c3ccc(C)cc3)no2)cc1OCC
    100.0, -1.8, 1.8, 6.8, 7.3, 2.9, -1.1, -0.8, -8.2, -15.5
- C(#CCN1CCOCC1)COC(c1ccccc1)c1ccccc1
    93.0, -2.1, 0.5, 1.1, 9.9, -4.0, 2.8, -0.6, 14.7, 8.5
- O=C(CCCN1C(=O)[C@H]2CC=CC[C@H]2C1=O)NCc1nc(-c2ccc(Cl)cc2)no1
    93.0, 4.6, 2.4, 4.1, -3.6, -0.8, 11.4, -4.0, -0.5, 8.0
- O=C(N/N=C/c1cccc(O)c1)N/N=C/c1cccc(O)c1
    138.0, -11.9, 3.2, -2.2, -6.0, -11.4, 12.4, -0.7, -4.8, -11.9
- CC(C)(C)NC(=O)NC(=O)CN1CCN(c2ncc(C(F)(F)F)cc2Cl)CC1
    114.0, -7.3, -0.2, 2.5, 2.8, -1.5, 15.9, 4.4, -9.9, -19.5
- Cc1ccsc1C(=O)Nc1ccc(O)c(-c2nc3ccccc3s2)c1
    100.0, -41.2, 2.0, -1.1, 8.3, -1.1, -0.2, 5.7, -4.8, -0.2
- C[C@@H]1CN([C@@H](C)CO)C(=O)c2c(c3ccccc3n2C)-c2ccccc2CO[C@H]1CN(C)C(=O)[C@H](Cc1ccccc1)N(C)C
    104.0, -5.5, -0.5, 5.6, -1.8, -1.7, 3.3, 0.8, -6.3, -1.9
- CCN1C(=O)[C@H]2[C@@H](c3ccc(C)cc3)N3C(=O)N(c4cccc(Br)c4)C(=O)[C@@]3(CC)[C@H]2C1=O
    98.0, -29.0, 1.3, -10.2, -5.1, 1.5, 6.3, -1.4, -2.3, -11.8
- O=C(CNC(=O)c1cccnc1)N/N=C/c1ccc(O)cc1O
    100.0, 7.9, 1.8, -0.2, 2.4, 2.7, -4.1, 0.0, 5.9, -0.5
- O=C(NCC(c1ccco1)N1CCc2ccccc21)c1cccc(F)c1 (centres undefined)
    92.0, -5.6, -1.4, 1.9, -0.3, 7.2, 7.9, -1.2, -6.2, 5.4
- Cc1ccc(NS(=O)(=O)c2c(C)nc3sccn3c2=O)cc1
    98.0, 17.7, 0.2, -3.3, 0.7, -0.5, -3.2, 1.1, -7.6, -2.3

# Full records, quoted from the list.
# Entry for `O=C(NCC(c1ccco1)N1CCc2ccccc21)c1cccc(F)c1` (centres undefined) = ABCB6 inh 2 = 92.0; SRC2 inh = -5.6; N-glyco inh = -1.4; ABHD5-PLIN5 inh = 1.9; TLR9-MyD88 block = -0.3; m5-HT2A agonist = 7.2; MC4R antag cAMP = 7.9; MC4R ag barr = -1.2; H9c2 protect = -6.2; NOD2 RIPK2 PPI = 5.4
# Entry for `CC[n+]1ccc(/C=C/c2c[nH]c3ccccc23)cc1` = ABCB6 inh 2 = 562.0; SRC2 inh = 16.2; N-glyco inh = 0.5; ABHD5-PLIN5 inh = 0.5; TLR9-MyD88 block = 4.2; m5-HT2A agonist = 2.5; MC4R antag cAMP = -26.9; MC4R ag barr = -0.4; H9c2 protect = -8.4; NOD2 RIPK2 PPI = 4.6

# (next part)
# Order of results – ABCB6 inh 2, SRC2 inh, N-glyco inh, ABHD5-PLIN5 inh, TLR9-MyD88 block, m5-HT2A agonist, MC4R antag cAMP, MC4R ag barr, H9c2 protect, NOD2 RIPK2 PPI
- CCN(Cc1ccccc1)S(=O)(=O)c1cc2c3c(c1)CCN3C(=O)CC2
    100.0, -14.7, -0.5, -1.1, 0.0, 6.0, 16.2, 1.2, -1.8, 4.3
- COc1cc2c(cc1OC)CN(C(=O)C1CCN(S(=O)(=O)c3ccccc3F)CC1)CC2
    100.0, -14.4, -3.3, 12.1, 9.8, -0.4, 3.9, 2.5, 3.4, -10.0
- CCOc1cc(/C=C(\CC(=O)O)c2nc3ccccc3s2)ccc1OCC(=O)Nc1cccc(C(F)(F)F)c1
    99.0, 11.2, 1.5, -2.5, 0.2, -15.1, 3.4, 4.8, 0.3, 2.5
- Cc1cc(NC(=O)c2cc(-c3ccncc3)nc3ccccc23)ccc1Br
    106.0, -12.3, -4.2, -0.8, -4.8, -2.8, 9.4, 2.0, -2.0, 9.9
- COc1ccccc1C(=O)N/N=C1/NC(=O)CC(C(=O)Nc2ccccc2)S1 (centres undefined)
    99.0, -6.3, 1.1, 1.0, 1.7, 4.2, -8.1, -0.4, -0.2, -6.5
- Cc1nn(CC(=O)Nc2ccc(F)cc2)c(=O)c2ccccc12
    102.0, -3.3, 1.5, 1.7, -2.5, 5.3, 1.8, -0.5, 3.1, -8.9
- CC(=O)NS(=O)(=O)c1ccc(N=NN2CCCCC2)cc1
    99.0, 7.1, 1.0, -6.3, 3.9, -4.1, 7.4, -2.1, 8.3, -8.8
- Cc1ccc(C(=O)NC(=S)Nc2cccc3nsnc23)cc1
    112.0, -30.6, 4.2, -7.5, -10.0, 1.4, 10.4, 0.2, -19.7, -6.1
- CC1(C)S[C@@H]2[C@H](NC(=O)C(NC(=O)N3CCNC3=O)c3ccccc3)C(=O)N2[C@H]1C(=O)O (some centres undefined)
    96.0, 7.7, 1.8, 0.8, 8.3, -1.7, 2.6, -0.2, -3.5, -9.8
- COc1cccc(-c2cc3nc(Nc4ccc(OC)c(OC)c4)n(C)c(=O)c3s2)c1
    96.0, -31.0, -3.6, -2.2, x, 4.4, 1.6, 1.7, 44.0, 12.2
- O=C(NCCS(=O)(=O)N1CCN(c2ccccc2)CC1)C1CCCCC1
    96.0, 11.3, 0.1, -5.6, -6.6, -6.4, -4.0, 0.3, -1.9, -7.5
- CCOC(=O)c1ccc2[nH]c(C)c(C)c2c1
    101.0, -83.1, 0.5, 2.0, -1.1, 0.3, -0.6, -1.9, -3.6, -4.3
- Cc1ccc(S(=O)(=O)N2CCCC(C(=O)NC3=NCCS3)C2)cc1 (centres undefined)
    97.0, -29.5, -1.4, -0.8, 1.0, 1.0, 5.1, -1.7, -5.2, -5.8
- Cc1nc2ccc(NC(=O)c3nn(C(C)C)c(=O)c4ccccc34)cc2s1
    97.0, -19.3, -2.0, 0.9, -14.7, -0.8, -3.0, 0.8, 38.8, 4.9
- O=S(=O)(Nc1ccccc1)c1ccc(-c2cnc(C3CC3)o2)cc1
    100.0, -3.3, 17.7, -16.2, -2.4, -2.5, 5.8, 2.8, -1.0, 2.5
- CC(=O)c1ccc(NC(=O)COC(=O)CCN2C(=O)c3cccc([N+](=O)[O-])c3C2=O)cc1
    101.0, -5.1, 1.7, -3.3, -2.9, -1.6, 21.7, -4.0, 7.8, 4.4

# Compound activity deposited in PubChem BioAssay by several laboratories.

# Only part of the results is shown. The share of hits here may be higher or lower than overall.
